High-throughput results from PubChem BioAssay.
hERG rescue: shields human hERG channel from block by proarrhythmic agents; Q12809; CHO-hERG, FluxOR thallium flux, dofetilide IC70 present; activation (rescue from dofetilide block), less the hit threshold, % at 10 µM; hit rate 0.51% among 310,000; AID 1511;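 active = activation above the mean of controls blocked by dofetilide plus 5 SD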;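 note: thallium influx through hERG after potassium depolarization seen as dye fluorescence rise; in these data hits start at about 4.7%; inactives centre near -7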
KCNK3 inh: human KCNK3 channel inhibition, primary screen | CHO-KCNK3 thallium flux, FluxOR fluorescence; hits give low values | B-score at 10 µM | O14649 | hit rate 0.84% among 340,000;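 active = B-score under library mean minus 4 SD, starting fluorescence ratio at most library mean plus 5 SD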;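 note: more negative B-score means stronger inhibition of thallium flux through KCNK3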
KCNQ1 pot: potentiators or activators of human KCNQ1 potassium channel | P51787 | CHO-K1 KCNQ1, thallium flux FluxOR fluorescence; hits give high values | B-score at 10 µM | hit rate 0.35% among 310,000 | AID 2648;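 active = fluorescence ratio B-score, a plate-corrected score, at least three library SD, with initial intensity B-score within 5 SD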
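Assay system: stable KCNQ1 CHO-K1 line; medium: assay buffer, equal DMSO in all wells; timing: 90 min dye loading and 20 min compound exposure, both at room temperature; technique: kinetic FluxOR thallium fluorescence, 10-s 1-Hz baseline, 110-s post-stimulus read; read-out basis: B score of baseline-normalized fluorescence ratio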
RGS4 block: inhibitors of human RGS4; HEK293 M3R/RGS4 inducible, Fluo-4 calcium flux; hits give high values; triggered by carbachol at its EC20; B-score at 10 µM; hit rate 0.45% among 310,000;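 active = B-score, a plate-corrected calcium signal, over three deviations above library mean, with baseline fluorescence within five deviations of library mean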;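 note: RGS4 expression induced by doxycycline in cells with stable M3 receptor; B-score is computed from the integrated fluorescence ratio over baseline after carbachol; higher B-score means a larger calcium signal and so more RGS4 inhibition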
Target sequence (P49798 whole entry, looked up): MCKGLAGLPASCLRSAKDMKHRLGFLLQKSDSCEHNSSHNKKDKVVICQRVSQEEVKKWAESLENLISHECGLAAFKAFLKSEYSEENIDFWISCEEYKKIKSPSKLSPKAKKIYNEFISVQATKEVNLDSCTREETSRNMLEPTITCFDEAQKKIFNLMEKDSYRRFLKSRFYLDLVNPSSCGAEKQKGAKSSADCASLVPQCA
HDAC3 inh: inhibitors of human histone deacetylase 3 | recombinant HDAC3, fluorogenic peptide/trypsin coupled, fluorescence | inhibition, % at 8.3 µM | hit rate 0.15% among 320,000; in the data active = inhibition above about 26%, passing the limit was not always enough; inconclusive = no clear call, values can overlap the other calls
Target sequence (O15379 whole entry, looked up): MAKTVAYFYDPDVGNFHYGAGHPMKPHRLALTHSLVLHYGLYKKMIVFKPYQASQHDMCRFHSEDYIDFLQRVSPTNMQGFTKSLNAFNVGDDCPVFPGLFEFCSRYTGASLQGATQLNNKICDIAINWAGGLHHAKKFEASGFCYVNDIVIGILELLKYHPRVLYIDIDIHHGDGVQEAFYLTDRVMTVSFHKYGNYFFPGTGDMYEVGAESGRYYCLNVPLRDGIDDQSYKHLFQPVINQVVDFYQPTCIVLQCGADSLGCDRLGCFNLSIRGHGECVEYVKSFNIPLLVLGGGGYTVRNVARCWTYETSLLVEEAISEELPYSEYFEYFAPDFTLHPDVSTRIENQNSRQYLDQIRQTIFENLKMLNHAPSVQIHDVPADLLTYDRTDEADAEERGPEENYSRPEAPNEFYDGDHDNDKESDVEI
KCNK9 inh: human KCNK9 channel inhibition. hit rate 1.2% among 310,000. Q9NPC2. B-score at 10 µM. AID 488922. HEK293 KCNK9, FluxOR thallium flux fluorescence; hits give low values;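 active = ratio B-score over 3 SD below the library mean, with starting fluorescence within 5 SD of its mean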;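 note: negative B-score means less thallium flux so channel inhibition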
Target sequence (Q9NPC2 whole entry, looked up): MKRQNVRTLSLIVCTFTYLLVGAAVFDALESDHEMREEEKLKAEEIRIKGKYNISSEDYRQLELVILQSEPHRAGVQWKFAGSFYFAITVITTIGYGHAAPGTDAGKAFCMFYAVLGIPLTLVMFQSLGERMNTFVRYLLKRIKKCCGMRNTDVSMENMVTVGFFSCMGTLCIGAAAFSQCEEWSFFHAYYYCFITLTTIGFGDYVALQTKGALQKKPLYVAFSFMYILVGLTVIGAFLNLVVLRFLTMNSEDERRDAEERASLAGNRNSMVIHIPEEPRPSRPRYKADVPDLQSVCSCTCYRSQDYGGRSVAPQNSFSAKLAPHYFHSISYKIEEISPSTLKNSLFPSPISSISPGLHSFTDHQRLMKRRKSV
RGS4 act: potentiators or activators of RGS4. HEK293 M3R/inducible RGS4, carbachol calcium flux Fluo4; hits give low values. B-score at 10 µM. hit rate 0.92% among 310,000. AID 463111;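 active = B-score of the integrated calcium signal more than 4 SD below the library mean, with starting fluorescence not abnormally high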;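 note: negative B-score means reduced calcium response which marks RGS4 activation or potentiation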
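Material: M3R-expressing HEK293 line, RGS4 induced by doxycycline | Schedule: Overnight RGS4 induction, 30 min dye load 37 °C, 20 min compound RT | Measured by: Fluo4 fluorescence kinetic imaging of calcium | Read-out: Integrated calcium ratio converted to B score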
ANO1 block: inhibitors of mouse TMEM16A calcium-activated chloride channel. HEK293 TMEM16A/YFP iodide influx fluorescence, ionomycin. Q8BHY3. hit rate 1.2% among 310,000. normalized B-score (activity score, 25-100; higher = stronger inhibition) at 10 µM;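 active = ratio plate-corrected score three or more library SD toward inhibition, starting fluorescence score within five deviations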;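 note: score derived from kinetic fluorescence span divided by baseline fluorescence per well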
KCNQ1 inh: inhibitors of human KCNQ1 potassium channel | P51787 | CHO-K1 KCNQ1, FluxOR thallium flux fluorescence; hits give high values | B-score at 10 µM | hit rate 1.3% among 310,000 | AID 2642;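 active = compounds whose thallium flux B-score, printed positive for inhibition, exceeds three library SD while starting fluorescence stays within three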;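 note: channel opened by potassium depolarization with thallium stimulus after 20 min compound exposure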
SKKanGAS inh: inhibitors of SKKanGAS S. pyogenes growth in kanamycin (SK-promoter or general growth effect); hit rate 1.3% among 300,000; inhibition, % at 7.5 µM; BacTiter-Glo, 6 h;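 active = mean replicate score, as percent of positive control median, at least 50; inconclusive = mean below 50 but one replicate at or above 50; inactive = mean and every replicate below 50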;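 note: strain carries kanamycin resistance gene driven by streptokinase promoter and grows in 40 µg/ml kanamycin; loss of luminescence reflects streptokinase promoter inhibition or plain growth inhibition; 0% = median of DMSO wells and 100% = positive control at its reference dose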
ANO1 activ: activators or potentiators of mouse TMEM16A chloride channel | HEK293 TMEM16A/YFP-H148Q/I152L, iodide quench fluorescence; hits give low values | B-score at 10 µM | hit rate 0.3% among 340,000 | Q8BHY3;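 active = fluorescence-ratio B-score plate-corrected deviation score at least 3 library SD below zero, with starting fluorescence score within 5 deviations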;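 note: channel opened by trigger with iodide after compound preincubation; score built on the fluorescence ratio of max minus min over baseline; more negative score means more quench and so TMEM16A activation or potentiation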
Active calls of the source: *; i = inactive; ? = inconclusive; . = not tested or not shown.

SMILES | hERG rescue | KCNK3 inh | KCNQ1 pot | RGS4 block | HDAC3 inh | KCNK9 inh | RGS4 act | ANO1 block | KCNQ1 inh | SKKanGAS inh | ANO1 activ
Cc1ccc(-c2nnn(CC(=O)Nc3ccc4nn(-c5ccccc5)nc4c3)n2)o1 | -2 | i | i | i | 0 | i | i | i | i | -2 | i
COc1ccc(C2C3=C(CCCC3=O)Nc3nc(SCc4ccccc4)nn32)cc1OC (stereo not drawn) | -11 | i | i | i | -4 | i | i | i | i | -5 | i
COc1ccc(C(=O)N2CCCCCCC2)cc1OC1CCN(C(C)C)CC1 | -3 | i | i | i | -5 | i | i | i | i | -8 | i
COc1ccc(NC(=O)C2CCCN(S(=O)(=O)c3c(C)[nH]c(=O)[nH]c3=O)C2)cc1 (stereo not drawn) | -5 | i | i | i | 1 | i | i | i | i | 2 | i
CC(C)(C)C(=O)N1CCN(c2ccnc3cc(Cl)ccc23)CC1 | -5 | i | i | i | -7 | i | i | i | i | -17 | i
COc1cccc(NC(=O)CSc2nc(O)c(C)c(=O)n2-c2ccc(C)cc2)c1 | -2 | i | i | i | -6 | i | i | i | i | 11 | i
O=C(O)c1cccc(NC(=O)c2ccccc2NC(=O)c2ccccc2F)c1 | -4 | i | i | i | 3 | i | i | i | i | -3 | i
CCN1C(=O)/C(=C\c2cccc(OC(=O)c3ccco3)c2)SC1=S | -8 | i | i | i | 2 | i | i | i | i | 3 | i
O=C(NCc1ccccc1)c1csc2c1CCCC2 | -4 | i | i | i | -4 | i | i | i | i | -13 | i
O=C(NC1CC1)C(Cc1ccccc1)NS(=O)(=O)c1ccccc1F (stereo not drawn) | -5 | i | i | i | -3 | i | i | i | i | -4 | i
O=C(Nc1cccnc1)Nc1cc(Cl)cc(Cl)c1 | -18 | i | i | i | 3 | i | i | i | i | ? | i
Nc1ccc(-c2nc(-c3ccccc3)nc3ccccc23)cc1 | -9 | i | i | i | -3 | i | i | i | i | 0 | .
CC(C)C(=O)NC(Nc1cccc2cccnc12)C(Cl)(Cl)Cl (stereo not drawn) | -15 | i | i | i | -2 | i | i | i | i | 8 | i
O=C(Nc1nnc(-c2ccc(F)cc2)o1)c1cc(Cl)sc1Cl | 10* | i | 23* | i | -5 | i | i | i | i | 105* | i
COc1ccc(C2C3=C(CC(C)(C)CC3=O)Oc3ncn(CCCn4ccnc4)c(=N)c32)cc1 (stereo not drawn) | -3 | i | i | i | -1 | i | i | i | i | -6 | i
CCn1c(=O)cc(N2CCC3(CC2)OCCO3)[nH]c1=O | -10 | i | i | i | . | i | i | i | i | -3 | i
NNC(=O)c1cc2ccccc2cc1NS(=O)(=O)c1ccccc1 | 0 | i | i | i | -1 | i | i | i | i | 9 | i
COc1ccc(N(CC(=O)NC2CC3CCC2C3)S(=O)(=O)c2ccc(C)cc2)cc1OC (stereo not drawn) | -9 | i | i | i | -3 | i | i | i | i | 5 | i
Cc1ccc(CCC(=O)Nc2ccc(C#N)cc2)o1 | -4 | i | i | i | -5 | i | i | i | i | 1 | i
Cc1cccc(NC(=O)[C@H](Cc2ccccc2)NC(=O)[C@@H]2Cc3ccccc3CN2)c1 | -4 | i | i | i | 2 | i | i | i | i | 3 | i
N#CCn1nnc(-c2ccc3c(c2)OCO3)n1 | -10 | i | i | i | -14 | i | i | i | i | -2 | i
Clc1cc2c(nn1)Nc1ccccc1S2 | -4 | i | i | i | 2 | i | i | i | i | -1 | i
CCOCC(=O)Nc1ccccc1C(=O)OCC | 1 | i | i | i | 2 | i | i | i | i | -6 | i
CCc1noc(C)c1C(=O)OCC(=O)Nc1c(F)cccc1F | -14 | i | i | i | 10 | i | i | i | i | -2 | i
COC(=O)C1=C(C)Nc2nnnn2C1c1ccco1 (stereo not drawn) | -5 | i | i | i | 0 | i | i | i | i | -10 | i
O=C(Cc1ccc(F)cc1)Nc1nc(-c2ccc(F)cc2)cs1 | -7 | i | i | i | 0 | i | i | i | i | 5 | i
COc1cc2nc(-c3ccccc3C)oc(=O)c2cc1OC | -4 | i | i | i | ? | i | i | i | i | 11 | i
O=C(NCC(c1ccco1)N1CCN(c2ccc(F)cc2)CC1)C1CCCCC1 (stereo not drawn) | -9 | i | i | i | 0 | -14* | i | i | i | 18 | i
NC(=O)c1ccc(NC(=O)C2CCCO2)cc1 (stereo not drawn) | 1 | i | i | i | 0 | i | i | i | i | -1 | i
O=c1[nH]c(SCc2cccc(F)c2)nc2ccccc12 | -8 | i | i | i | 13 | i | i | i | i | -1 | i
CN(c1ccccc1)c1nc(N)c([N+](=O)[O-])c(NC2CCCCC2)n1 | -3 | i | i | i | 0 | i | i | i | i | 4 | i
CC(Sc1nc2ccccc2o1)C(=O)O (stereo not drawn) | -14 | i | i | i | 13 | i | i | i | i | -4 | .
CC1CCN(C(=O)N2c3ccccc3Sc3ccccc32)CC1 | -18 | -11* | i | i | 3 | -9.3* | i | i | 11* | 54* | i
CC(C)c1nnc(NC(=O)CS(=O)(=O)c2ccccc2)s1 | -1 | i | i | i | -2 | i | i | i | i | 0 | i
O=S(=O)(Nc1cccc2ccccc12)c1ccccc1F | -2 | i | i | i | -2 | i | i | i | i | 4 | i
CC(C)C[C@@H](CO)N1CCN(Cc2ccc(Br)cc2)CCC1=O | -11 | i | i | i | 3 | i | i | i | i | 2 | i
Cc1ccc2[nH]c3c(=O)n(N)c(C)nc3c2c1 | -8 | i | i | i | -25 | i | i | i | i | -7 | i
CC(NC(=O)C(C)N1C(=O)C2C3CC(C(Br)C3Br)C2C1=O)c1ccccc1 (stereo not drawn) | -4 | i | i | i | 0 | i | i | i | i | 10 | i
O=C(Nc1ccc(N2CCOCC2)c2nonc12)C1CCCC1 | -4 | i | i | i | 0 | i | i | i | i | 31 | i
CCN(CC)C(=O)c1c(C)nc2ccccn12 | 0 | i | i | i | -14 | i | i | i | i | 4 | i
CCN(CC)S(=O)(=O)c1ccc(N2CCOCC2)c(NC(=O)c2ccc3ccccc3c2)c1 | -3 | i | i | i | 6 | -9.9* | i | i | i | 12 | i
COc1ccc(N(C(=O)C2CCCCC2)C2C=CS(=O)(=O)C2)c(OC)c1 (stereo not drawn) | -3 | i | i | i | 7 | i | i | i | i | -2 | i
Oc1ccc(/C=N\Nc2cc(N3CCOCC3)nc(N3CCOCC3)n2)c(O)c1 | -15 | i | i | i | 10 | i | i | i | i | 13 | i
Cc1nnc2c(NC3CCCCC3)nc3ccccc3n12 | -12 | i | i | i | 0 | i | i | i | i | -1 | i
CCN(CC(=O)Nc1ccc(N2CCOCC2)cc1)C(=O)COc1ccccc1OC | -9 | i | i | i | -2 | i | i | i | i | -15 | i
O=C(O)c1ccccc1SCc1cn2cc(Cl)ccc2n1 | -6 | i | i | i | 1 | i | i | i | i | 1 | i
Cc1ccccc1N1C(N)=NC(N)=NC1(C)C | -4 | i | i | i | -2 | i | i | i | i | 1 | i
COc1cc2c3c(c1)/C(=C1/SC(NC(C)=O)=NC1=O)C(=O)N3C(C)(C)C=C2C | -2 | i | i | i | 4 | i | i | i | i | 13 | i
COc1ccc(C(=O)O)cc1S(N)(=O)=O | -6 | i | i | i | 4 | i | i | i | i | 14 | i
COC(=O)c1cc(NC(=O)C2COc3ccccc3O2)ccc1Cl (stereo not drawn) | -17 | i | i | i | 2 | i | i | i | i | -13 | i
CCOC(=O)N1CCC(NC(=O)CC(NS(=O)(=O)c2ccc(Cl)cc2)c2ccco2)CC1 (stereo not drawn) | -6 | i | i | i | 2 | i | i | i | i | 4 | i
CC(=O)c1ccc(NC(=O)C(C)n2nc(-c3ccccc3)c3cc(Cl)ccc32)cc1 (stereo not drawn) | -6 | i | i | i | -5 | i | i | i | i | 22 | i
O=C(CN(CCc1ccccc1)C(=O)CNS(=O)(=O)c1ccccc1)NCc1ccco1 | -4 | i | i | i | -2 | i | i | i | i | -2 | i
O=Cc1ccc(Oc2cnccn2)cc1 | -7 | i | i | i | 3 | i | i | i | i | 2 | i
O=C(NC1(C(=O)NC2CCCCC2)CCCCC1)c1ccccn1 | -15 | i | i | i | -5 | i | i | i | i | -18 | i
CCc1ccc(S(=O)(=O)Nc2cccc(C3OCCCO3)c2)cc1 | -7 | i | i | i | -6 | i | i | i | i | 5 | i
CCn1c(CC(=O)Nc2ccccc2OC)nnc1SCC(=O)Nc1ccccc1F | -1 | i | i | i | 1 | i | i | i | i | -1 | i
CC(C)C(=O)Nc1ccc(C(=O)NNC(=S)NC(=O)c2ccco2)cc1 | -14 | i | i | i | 2 | i | i | i | i | 27 | i
COCCn1c(SCC(=O)Nc2cc(C)on2)nc2ccccc21 | -6 | i | i | i | 1 | i | i | i | i | 3 | i
Cc1cc(=O)[nH]c(SCC(=O)Nc2cc(S(=O)(=O)N3CCCC3)ccc2Cl)n1 | -6 | i | i | i | -1 | i | i | i | i | 8 | i

An excerpt of these results, tab-delimited:
SMILES	hERG rescue	KCNK3 inh	KCNQ1 pot	RGS4 block	HDAC3 inh	KCNK9 inh	RGS4 act	ANO1 block	KCNQ1 inh	SKKanGAS inh	ANO1 activ
CCN(CC(=O)Nc1ccc(N2CCOCC2)cc1)C(=O)COc1ccccc1OC	-9	i	i	i	-2	i	i	i	i	-15	i
O=C(O)c1ccccc1SCc1cn2cc(Cl)ccc2n1	-6	i	i	i	1	i	i	i	i	1	i
Cc1ccccc1N1C(N)=NC(N)=NC1(C)C	-4	i	i	i	-2	i	i	i	i	1	i

Continuation:
SMILES | hERG rescue | KCNK3 inh | KCNQ1 pot | RGS4 block | HDAC3 inh | KCNK9 inh | RGS4 act | ANO1 block | KCNQ1 inh | SKKanGAS inh | ANO1 activ
O=C(CSc1nnc(CNc2ccc(F)cc2)n1Cc1ccccc1)N1CCOCC1 | -15 | i | i | i | -3 | i | i | i | i | -2 | i
CCOc1ccc(N2C(=O)c3ccc(C(=O)OCc4c(C)noc4C)cc3C2=O)cc1 | -15 | i | i | i | 5 | i | i | i | i | 2 | i
Cc1ccc(N2CC(C(=O)Nc3nnc(C(C)C)s3)CC2=O)cc1 (stereo not drawn) | -11 | i | i | i | 2 | i | i | i | i | -10 | i
CN1CCN(c2ccccc2NC(=O)c2ccc(N3CCCC3)c([N+](=O)[O-])c2)CC1 | -24 | i | i | i | -5 | i | i | i | i | 0 | i
